HIF activator: HIF pathway transcriptional activation; AID 1910; activation, % at 7.5 µM (by protocol); U2OS HRE-luciferase reporter, luminescence; normalized: DMSO 0%, desferrioxamine 100%; 0.32% of 300,000 active;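 active = mean activation of at least 10% of the iron chelator positive control signal, with at least half of replicates also reaching 10%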
MrgX1 antagonist: antagonists of human MrgX1 receptor; Q96LB2; MRGX1-HEK293 calcium flux, Fluo-4, BAM8-22 antagonism; stronger effect = lower value; B-score at 10 µM; 1.3% of 310,000 active; AID 588676;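 active = calcium-response B-score plate-corrected more than 3 library SD below zero, starting fluorescence within 5 deviations, no agonist response on first addition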;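 note: peak minus trough fluorescence over baseline after final BAM8-22 challenge near maximal dose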
Target sequence (Q96LB2 whole entry, looked up): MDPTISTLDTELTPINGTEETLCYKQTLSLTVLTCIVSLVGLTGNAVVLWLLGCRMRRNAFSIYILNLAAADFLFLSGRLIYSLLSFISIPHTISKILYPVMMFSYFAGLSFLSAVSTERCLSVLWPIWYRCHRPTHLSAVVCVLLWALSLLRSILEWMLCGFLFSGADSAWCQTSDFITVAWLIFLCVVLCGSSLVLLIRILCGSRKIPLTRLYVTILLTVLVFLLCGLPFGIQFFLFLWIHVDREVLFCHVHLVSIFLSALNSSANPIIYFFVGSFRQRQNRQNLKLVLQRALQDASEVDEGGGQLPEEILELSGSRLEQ
TRPC4 PAM: allosterically enhances the mouse TRPC4 cation channel; HEK293 TRPC4beta/mu-opioid, DAMGO EC20, Fluo-4 Ca2+ flux; stronger effect = higher value; Q9QUQ5; AID 2227; B-score at 10 µM; 0.42% of 310,000 active;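 active = B-score of calcium response area above 5 SD of library B-scores, with initial fluorescence ratio within 5 SD of library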;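 note: B-score of integrated fluorescence ratio over time as area under calcium response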
TRPC6 activator: activators of mouse TRPC6 channel; Q61143; HEK293-TRPC6 membrane potential dye fluorescence; stronger effect = higher value; B-score at 10 µM; 0.13% of 310,000 active; AID 2550;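 active = B-score of the integrated fluorescence ratio above library mean plus 3 SD, and starting fluorescence ratio within library mean plus 5 SD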;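 note: higher score means more depolarization so channel activation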
AI-2 QS mod: modulates the Vibrio harveyi AI-2 quorum sensing system; Vibrio harveyi JMH597 AI-2 luminescence/OD600 ratio, 9 h; stronger effect = lower value; strain lacks LuxN and CqsS sensors; 0 = neutral-control median; activity change, % at 7.5 µM; 0.4% of 300,000 active; in the data active = activity change below about -75%, passing the limit was not always enough;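 note: luminescence divided by OD600 gain over 9 h not by final OD600 alone; inactives centre near 13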
TRPC4 act: activators of mouse TRPC4 channel. Q9QUQ5. HEK293 TRPC4beta/mu-opioid, Fluo4 calcium fluorescence; stronger effect = higher value. B-score at 10 µM. 0.49% of 310,000 active. AID 2237;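 active = B-score above 5 SD of library B-scores, and initial fluorescence ratio not above library mean plus 5 SD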;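 note: positive B-score marks a calcium rise read as TRPC4 activation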
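Technique: kinetic Fluo4 calcium fluorescence; Test system: TRPC4beta and mu-opioid receptor HEK293 stable cells; Measure: B-scored integrated calcium fluorescence ratio; Benchmarks: low control buffer alone, high control maximal DAMGO; Schedule: 45 min room-temperature Fluo4 loading, 110 s read.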
TRPC6 inh: blocks the mouse TRPC6 cation channel. Q61143. HEK293-TRPC6, membrane potential dye, ACh-evoked depolarization; stronger effect = lower value. B-score at 10 µM. 1.1% of 310,000 active;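 active = B-score under library mean minus 3 SD, initial fluorescence not abnormally high, positive integrated signal ratio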;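 note: B-score derived from integrated fluorescence ratio over the kinetic read; more negative B-score means stronger inhibition of depolarization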
MrgX1 agonist: human MrgX1 receptor agonism, primary screen; AID 588627; Q96LB2; MrgX1-HEK293 cells, Fluo-4 calcium fluorescence, agonist mode; stronger effect = higher value; B-score at 10 µM; 0.44% of 310,000 active;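 active = calcium response B-score plate-corrected fluorescence ratio at least 3 library SD, with starting fluorescence B-score inside 5 SD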
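Material – MrgX1-expressing HEK293 cells · Input – 15,000 cells seeded per well · Dosing – compound as first of three additions · Times – overnight seeding, then 1 h dark dye loading · Measured by – kinetic Fluo-4 NW fluorescence of intracellular calcium · Read-out – B-scored fluorescence response ratio · Benchmarks – positive and negative control wells on each plate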
MrgX1 PAM: allosterically activates human MrgX1 receptor signaling; Q96LB2; MrgX1-HEK293, Fluo-4 calcium flux, FDSS; stronger effect = higher value; B-score at 10 µM; 0.63% of 310,000 active;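 active = plate-corrected calcium response at least 3 library SD above typical, normal starting fluorescence, not activating the receptor alone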;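 note: compound read alongside a low EC10 to EC30 dose of BAM8-22 agonist; peak minus trough fluorescence over baseline measured at the second addition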
PolyA inh: yeast polyadenylation inhibition; calls only at 12 µM; S. cerevisiae SKY197-pL101 polyadenylation reporter, beta-gal luminescence; efflux-impaired pdr1/pdr3 knockout yeast; score 100 = 6 SD above DMSO; 0.02% of 300,000 active;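 active = lowest replicate activity score at least 50, where 100 means six control SD above control mean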;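 note: yeast exposed to compound for 9 h at 30 °C; higher score means more reporter readthrough which indicates perturbed polyadenylation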
TRPC4 inh: inhibitors of mouse TRPC4 channel. 0.39% of 300,000 active. AID 2247. Q9QUQ5. B-score at 10 µM. HEK293 TRPC4beta/mu-opioid, DAMGO-evoked Fluo4 calcium flux; stronger effect = lower value;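 active = B-score over 3 SD under the library average, no early fluorescence shift, positive overall ratio signal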
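Signal: kinetic Fluo4 fluorescence imaging of calcium influx. Material: stable TRPC4beta/mu-opioid receptor HEK293 cells. Probe or stimulus: DAMGO in two steps, submaximal then maximal.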
The depositor's hits bear a star; i = inactive; · = not tested or not shown.

Values run as follows: PolyA inh, TRPC4 act, MrgX1 antagonist, TRPC6 inh, HIF activator, MrgX1 agonist, TRPC4 inh, AI-2 QS mod, TRPC4 PAM, TRPC6 activator, MrgX1 PAM
Cc1cc(C)n(-c2ccc(Cl)c(C(=O)Nc3ccc(OC(F)(F)F)cc3)n2)n1
  ·, i, i, i, ·, i, i, 18, i, i, i
Cn1cccc1/C=C1\SC(=Nc2ccccc2)NC1=O
  i, i, i, i, 2.6, i, i, 11, i, i, i
CCOC(=O)c1cnc2ccc(C(=O)OC)cc2c1Nc1cccc(C(=O)O)c1
  i, i, i, i, -0.7, i, i, ·, i, i, i
CN(C)CCNC(=O)C(=O)Nc1cc2c3c(c1)CCN3C(=O)CC2
  i, i, i, i, -0.2, i, i, 17, i, i, i
COC(=O)c1c(C)[nH]c(C(=O)N2CCN(c3ccc(OC)cc3)CC2)c1C
  i, i, i, i, 0.0, i, i, -1, i, i, i
Cc1ccc(CCNC(=O)CSCc2ccc(F)cc2)cc1
  i, i, i, i, -1.0, i, i, 12, i, i, i
CC(=O)Nc1ccc(NC(=O)C(C)c2cccc(C(=O)c3ccccc3)c2)cc1 (stereo not given)
  i, i, i, i, 0.0, i, i, 17, i, i, i
Cc1ccc(C(C)NC(=O)c2cccs2)cc1 (stereo not given)
  i, i, i, i, 0.0, i, i, 47, i, i, i
Nc1oc2ccc(F)cc2c(=O)c1C=O
  i, i, i, i, ·, i, i, 19, i, i, i
O=C(O/N=C1/CCSc2ccccc21)c1ccccc1
  i, i, i, i, 0.1, i, i, 7, i, i, 8.9*
CCc1nnc(NS(=O)(=O)c2ccc(NC(=O)c3cccc([N+](=O)[O-])c3)cc2)s1
  i, i, i, i, -0.3, i, i, 4, i, i, i
CCOC(=O)c1nnc(-c2ccccc2)nc1N1CCSCC1
  i, i, -5.6*, i, -0.1, i, i, 15, i, i, i
CCc1ccc(CN2CCCC(C(=O)N3CCCCC3)C2)cc1 (stereo not given)
  i, i, i, i, 0.9, i, i, 9, i, i, i
CN1CCN(C(=O)c2cc3nc(-c4ccccc4)cc(-c4ccccc4)n3n2)CC1
  i, i, i, i, -0.4, i, i, 13, i, i, i
Cc1sc(N(C(=O)CCc2ccccc2)c2ccc(C(=O)O)cc2)nc1-c1ccccc1
  i, i, i, i, 1.6, i, i, 27, i, i, i

Values run as follows: PolyA inh, TRPC4 act, MrgX1 antagonist, TRPC6 inh, HIF activator, MrgX1 agonist, TRPC4 inh, AI-2 QS mod, TRPC4 PAM, TRPC6 activator, MrgX1 PAM
Cc1ccc(CS(=O)(=O)CCC(=O)NCCCN2CCCC2=O)cc1
  i, i, i, i, 0.2, i, i, 9, i, i, i
O=C(CN(CC1CCCO1)C(=O)CCC(=O)Nc1nccs1)NCc1ccccc1 (stereo not given)
  i, i, i, i, -0.4, i, i, 6, i, i, i
C/C(=N\N=C\c1ccccc1)c1nnn(-c2nonc2N)c1C
  i, i, i, i, 2.8, i, i, -1, i, i, i
COc1cc(OC)c(OC)cc1CN1CCc2ccccc2C1
  i, i, i, i, 0.2, i, i, 16, i, i, i
Cc1noc(C)c1CSCC(=O)N(C)CC(=O)Nc1ccc(F)cc1
  i, i, i, i, -12, i, i, -4, i, i, i
CCOC(=O)C1C(c2ccccc2Cl)NC(=O)N(C)C1(O)C(F)(F)F (stereo not given)
  i, i, i, i, 0.0, i, ·, 21, i, i, i
N/C(=N\OC(=O)c1ccccc1Cl)c1ccccn1
  i, i, i, i, -3.1, i, i, 2, i, i, i
COc1ccccc1N1CCN(C(=O)/C=C/c2ccccc2)CC1
  i, i, i, i, -0.2, i, i, 31, i, i, i
O=C(Nc1nncs1)c1cc2c(s1)CCC2
  ·, i, i, i, 1.2, i, i, 30, i, i, i
CCOC(=O)CC(C#N)c1c[nH]c2ccccc12 (stereo not given)
  i, i, i, i, -0.7, i, i, 1, i, i, i
Cc1cc(C)n2nc(SCC(=O)Nc3ccc(F)cc3)nc2n1
  i, i, i, i, 0.1, i, i, 14, i, i, i
O=C(Cc1ccc(F)cc1)Nc1nc(-c2ccc(F)cc2)cs1
  i, i, i, i, -0.1, i, i, -22, i, i, i
Cc1ccc(OCCNC(=O)C(=O)NCc2ccco2)cc1
  i, i, i, i, 2.7, i, i, 24, i, i, i
COc1cc(C(=O)Cc2nc3ccccc3n2C)cc(OC)c1OC
  i, i, i, i, 0.0, i, i, -8, i, i, i
COc1ccc(CNC(=O)C2CCN(c3nccs3)CC2)cc1
  i, i, i, i, -0.5, i, i, ·, i, i, i

Values run as follows: PolyA inh, TRPC4 act, MrgX1 antagonist, TRPC6 inh, HIF activator, MrgX1 agonist, TRPC4 inh, AI-2 QS mod, TRPC4 PAM, TRPC6 activator, MrgX1 PAM
CN(C)CCCN(C(=O)COc1ccccc1)c1nc2c(Cl)cccc2s1
  i, i, i, i, -0.2, i, i, -3, i, i, i
O=C(NNC(=S)Nc1ccccc1C(F)(F)F)c1ccc(Br)o1
  i, i, i, i, 0.7, i, i, 6, i, i, i
CSC1=NC(C(Cl)(Cl)Cl)N=C(c2ccc(C)cc2)N1 (stereo not given)
  i, i, i, i, 0.1, i, i, 27, i, i, i
Cc1ccc(Cn2nnc(C(=O)Nc3cccc(C)c3C)c2N)cc1
  i, i, i, i, -0.1, i, i, 16, i, i, i
Cc1ccnc(SCCn2c(N(C)Cc3ccccc3)nc3c2c(=O)n(C)c(=O)n3C)n1
  i, i, i, i, -0.2, i, i, 27, i, i, i
CC1CCCN(C2=C(NS(=O)(=O)c3ccc(Br)cc3)C(=O)c3ccccc3C2=O)C1 (stereo not given)
  i, i, i, i, -0.6, i, i, 6, 16*, i, i
Cc1ccc(N(CC(=O)N2CCc3ccccc32)C2=NC(=O)CS2)cc1
  i, i, i, i, 0.6, i, i, 31, i, i, i
O=c1cc(CN2CCN(c3ccccc3)CC2)c2cc(O)c(-c3ccccc3)cc2o1
  i, i, i, i, 0.2, i, i, 16, i, i, i
Cc1nc(N)c(Cc2ccccc2F)c(N)n1
  i, i, i, i, 0.4, i, i, 18, i, i, i
COc1cccc(C(=O)Nc2c3c(nn2-c2ccc(Cl)cc2)CS(=O)(=O)C3)c1OC
  i, i, i, i, -0.5, i, i, 17, i, i, i
O=C(c1cccc(C(F)(F)F)c1)C1CCCN(C(=O)CCc2cnccn2)C1 (stereo not given)
  i, i, i, i, 0.3, i, i, 12, i, i, i
COc1ccc(/C=C/C(=O)c2ccc3ccccc3c2O)cc1CN1CCOCC1
  i, i, -4.7*, i, -0.3, i, i, 7, i, i, i
CCOc1cc(/C=N/NC(=O)COc2ccccc2C)ccc1OC(=O)c1cccs1
  i, i, i, i, 0.3, i, i, 36, i, i, i
Cn1c(SCC(=O)Nc2ccc(Cl)cc2F)nnc1-c1ccco1
  i, i, i, i, -0.1, i, i, 4, i, i, i
CCCCCCOC(=O)c1ccccc1NC(=O)/C=C/C(=O)O
  i, i, i, i, -0.2, i, i, 48, i, i, i

Values run as follows: PolyA inh, TRPC4 act, MrgX1 antagonist, TRPC6 inh, HIF activator, MrgX1 agonist, TRPC4 inh, AI-2 QS mod, TRPC4 PAM, TRPC6 activator, MrgX1 PAM
O=C(NC1CCCCC1)N1CCN(c2ccc(Cl)cc2)CC1
  i, i, i, i, 0.5, i, i, 12, i, i, i
Cc1c(C)[n+](=O)c2c(n1[O-])CCCCC2
  i, i, i, -7.7*, -0.6, i, i, 1, i, i, i
Cc1cc(NC(=O)c2ccc(NC(=O)CC(C)C)cc2)no1
  i, i, i, i, 0.1, i, i, 12, i, i, i
CC(C)=CC(=O)N1CCCc2ccccc21
  i, i, i, i, 0.1, i, i, 17, i, i, i
COc1ccc(NC(=O)COc2cccc3c2CCN(Cc2cccnc2)C3=O)c(OC)c1
  i, i, i, i, -0.5, i, i, 5, i, i, i
CC(=O)c1ccc(N2CCN(C(=O)c3c(-c4ccccc4Cl)noc3C)CC2)cc1
  i, i, i, i, 0.1, i, i, 19, i, i, i
COc1ccc(C2c3c(oc4ccccc4c3=O)C(=O)N2c2ccccn2)cc1OC (stereo not given)
  i, i, i, i, 0.1, i, i, 12, i, i, i
COc1cc2[nH]c(C(=O)NN)c(N)c2cc1OC
  i, i, i, i, -0.9, i, i, 31, i, i, i
S=C(NCC1CCCO1)n1nnc2ccccc21 (stereo not given)
  i, i, i, i, -0.3, i, i, 3, i, i, i
O=C(Cc1cccs1)N/N=C/c1ccccc1
  i, i, i, i, 0.6, i, i, 0, i, i, i
Nc1nc(-c2cccnc2)nn1C(=O)c1ccc(Cl)cc1
  i, i, ·, i, -0.3, ·, i, 26, i, i, ·
Cc1ccccc1/C(N)=N/OC(=O)/C=C/c1ccccc1
  i, i, i, i, 2.7, i, i, -50, i, i, i
O=C(c1c(Cl)cccc1Cl)N1CCN(c2cccc3[nH]ccc23)CC1
  i, i, i, i, -0.6, i, i, 35, i, i, i
CC(=O)c1cccc(NC(=O)C2CCN(S(C)(=O)=O)CC2)c1
  i, i, i, i, 0.2, i, i, -3, i, i, i
Cc1noc(C)c1C(=O)N1CCN(C(=O)c2sc3cc(Cl)ccc3c2Cl)CC1
  i, i, i, i, 0.3, i, i, 2, i, i, i

Values run as follows: PolyA inh, TRPC4 act, MrgX1 antagonist, TRPC6 inh, HIF activator, MrgX1 agonist, TRPC4 inh, AI-2 QS mod, TRPC4 PAM, TRPC6 activator, MrgX1 PAM
CN(Cc1ccccc1)C(=O)COC(=O)Cn1cnc2ccccc21
  i, i, i, i, -0.4, i, i, 27, i, i, i
Cc1nc(-c2ccccn2)nc(SCC(=O)c2ccc(F)cc2)c1Cl
  i, i, i, i, -0.4, i, i, ·, i, i, i
CC[C@@](C)(NS(=O)(=O)OCC(Cl)(Cl)Cl)c1ccccc1
  i, i, i, i, -0.1, i, ·, 11, i, i, i
O=C(NC1CCS(=O)(=O)C1)c1cccc(S(=O)(=O)N2CCOCC2)c1 (stereo not given)
  i, i, i, i, -0.2, i, i, -8, i, i, i
Cc1ccc(NC(=S)N(CCN(C)C)C(C)c2cccnc2)cc1 (stereo not given)
  i, i, i, i, 0.9, i, i, -7, i, i, i

Some of the compounds tested; count on the stated rates, not on these rows.
